Assay outcomes from PubChem BioAssay.
Cav3 T inh – inhibitors of human Cav3.2 T-type calcium channel; Cav3.2-expressing cells, Fluo-4 calcium fluorescence FDSS; stronger effect = lower value; 100,000 tested, 4% active; B-score at 10 µM; O95180; AID 449739;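 active = single-dose well whose peak fluorescence ratio is a statistical outlier from its plate by either plate-standardised score or position-corrected B-score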
* marks the source's active call; other numbers are inactive results.

canonical_smiles,Cav3 T inh
CCN(CC(=O)Nc1ccc2c(c1)OCCO2)Cc1cc(=O)oc2cc(C)c(C)cc12,-0.611
O=C(NCCN1CCOCC1)c1ccc(CS(=O)(=O)c2ccc(Br)cc2)o1,0.998
Cc1ccc2cccc(S(=O)(=O)n3nc(C)cc3C)c2n1,0.152
NCCCC[C@@H]1NC(=O)[C@H](CCC(=O)O)NC(=O)c2cc([N+](=O)[O-])cc(I)c2NCC[C@@H](C(N)=O)NC1=O,0.612
CCCCCCC1C(C#N)=C(N)OC2=C1C(=O)CCC2 (stereo unspecified),-1.41
CC#CCN(CC#CC)S(=O)(=O)c1ccc(-n2cnnn2)c(OC)c1,-0.0115
Cc1nc2ccc(S(=O)(=O)NCC(=O)N3CCCCC3)cc2s1,0.955
C#CCOCCOCCOCCNc1nc(N2CCN(C(=O)C([C@@H](C)CC)n3cc(C(N)Cc4ccc(O)cc4)nn3)CC2)nc(N2CCN(C(=O)[C@H](CCC(=O)O)n3cc(C(N)[C@H](C)CC)nn3)CC2)n1 (stereo partly specified),1.18
Cn1c(CCN2CCOCC2)nc2cc(NC(=O)COc3ccc(Cl)cc3)ccc21,0.95
CCCCN1CCc2c([nH]c3ccc(C)cc23)C1=O,-1.38
O=C(COC(=O)[C@H](Cc1ccccc1)NC(=O)c1ccco1)NC(c1ccccc1)c1ccccc1,-3.76
Cc1cc(=O)oc(C)c1C(=O)OCC(=O)c1ccc(Br)cc1,-1.19
O=[N+]([O-])c1ccc(Cl)c(/C=N/Nc2nc(N3CCOCC3)nc(N3CCOCC3)n2)c1,0.46
O=C(Nc1nnc(SCc2ccc(Cl)cc2)s1)c1ccco1,-0.502
Cc1cc(C(=O)N2CCCC2C(=O)O)c(C)o1 (stereo unspecified),0.282
CCOC(=O)c1[nH]c2ccccc2c1N=CN(CC)CC,0.414
Cc1ccc(-c2noc(CSc3ccccc3)n2)cc1,0.269
CS(=O)(=O)N1CCC(c2noc(-c3ccc(C(F)(F)F)cc3)n2)CC1,-1.11
Cc1cccc(-c2noc(CN(C(=O)CCc3ccccc3)C(C)C)n2)c1,-3.52
COc1ccc(CCNC(=S)Nc2cc(C)cc(C)c2)cc1,-1.41
CC1OC(Nc2cccc3ccccc23)C(O)C(O)C1O (stereo unspecified),0.321
CCCCN(C)C(=O)c1cn(CC)c2nc(C)ccc2c1=O,-0.829
Cc1ccc(S(=O)(=O)N/N=C/C(C)(C)CO)cc1,0.738
CCCS(=O)(=O)NCc1ccc2c(c1)cc(C)n2C,0.196
O=C(NCCc1cn2ccsc2n1)c1cccs1,1.2
COCCCNC(=O)c1cccs1,-0.00234
CC(C)NC(=O)Cn1c(=O)c2c(ncn2Cc2ccccc2)n(Cc2ccccc2)c1=O,-0.103
Cc1ccc(Cn2c(=O)c3c(nc4n3CCCN4Cc3ccccc3)n(C)c2=O)cc1,-2.14
O=C(NCc1cccnc1)c1ccc(=O)oc1,-0.219
CCOC(=O)c1c(NCC(C)C)c2ccccc2[nH]c1=O,0.384
CC(C)(NO)/C(=N\O)c1ccccc1,0.0268
CCCc1nc(SCC(=O)c2ccccc2)c2c(=O)n(C)c(=O)n(C)c2n1,0.209
CCOc1ccc2oc(-c3ccccc3)c(C(=O)N3CCN(CCO)CC3)c2c1,0.266
Cc1ccccc1C(=O)N1CCN(c2ccc(NC(=O)CSc3ccc(Cl)cc3)cc2)CC1,-2.2
CO/N=C(\CS(=O)(=O)Cc1ccc(OC)cc1)c1ccc(Cl)cc1,-0.467
Nc1ncnc2c1nc(Br)n2[C@@H]1O[C@@H]2COP(=O)(O)O[C@H]2[C@H]1O,0.19
COc1ccc(-n2nc3c(c2NC(=O)C2CC2)CS(=O)C3)cc1 (stereo unspecified),0.987
O=C(N/C(=C/c1ccco1)C(=O)N1CCCCC1)c1cccs1,-0.497
Cc1nnc(SCCC#N)n(CCC#N)c1=O,-0.688
FC(F)(F)c1cccc(N2CCN(C(=S)NC3CCCC3)CC2)c1,-0.714
O=C(NCc1ccco1)/C(=C/c1cccnc1)NC(=O)c1cccc(Br)c1,1.71
CN(C)c1ccc(/C=[N+](\[O-])C(C)(C)/C=N/O)cc1,0.158
CC(C)C(=O)N1CCN(c2ccc(NC(=O)c3ccc4c(c3)OCCO4)cc2Cl)CC1,-0.7
CN(Cc1nc(-c2cccnc2)no1)S(=O)(=O)c1ccccc1,0.757
CCOC(=O)c1[nH]c2ccc(OC)cc2c1NC(=O)CCN1CCC(C)CC1,0.145
Cc1nn2cc(-c3ccccc3)nc2s1,1.04
CC12CCC(C(=O)O)(c3nc(C#N)c(C#N)nc31)C2(C)C (stereo unspecified),-0.0255
CC12CCCCN1CCCc1c2[nH]c2ccccc12 (stereo unspecified),0.859
Cc1ccc2c(CC(=O)Nc3nc(C)cs3)coc2c1,-6.8*
O=C(Cn1ccc2ccccc2c1=O)N1CCN(Cc2ccc3c(c2)OCO3)CC1,1.85
O=C(CCNS(=O)(=O)c1ccc(Br)s1)N1CCCCC1,0.598
CCOC(=O)C1CCCN(C(=O)Cc2ccc(Cl)cc2)C1 (stereo unspecified),-1.12
Cc1ccc(/C(O)=C2/C(=O)C(=O)N(Cc3cccnc3)C2c2ccccn2)cc1 (stereo unspecified),-0.0627
COc1ccc(N2CCN(C(=O)CSc3ncccc3-c3nc4ccccc4[nH]3)CC2)cc1,-2.68
c1ccc(-c2noc(-c3cccnc3)n2)cc1,0.392
O=C(COC(=O)c1ccccn1)Nc1c(Cl)cccc1Cl,0.246
CCOC(=O)c1c(C)[nH]c(C)c1C(=O)Cn1nnc(-c2ccccc2C)n1,-10.1*
Cc1nnc(SCC(=O)N2CCN(S(=O)(=O)c3ccc(Cl)cc3)CC2)n(N)c1=O,1.25
CC(=O)NCCc1ccc(S(=O)(=O)N2CCCC2)cc1,-0.0908
O=C(CSCC(=O)N1CCCCC1)Nc1nc(-c2ccccc2)c(-c2ccccc2)s1,-2.83

Next part
canonical_smiles,Cav3 T inh
Nc1nc(SCCOc2ccccc2)n[nH]1,-0.463
COCC(C)n1c(C)cc(C(=O)Cn2c(=O)oc3ccccc32)c1C (stereo unspecified),0.164
O=C(NN=C1c2ccccc2-c2ccccc21)c1ccccc1Br,-4.01*
N#CCC(=O)NN=C1CCCCCCCCCCC1,-0.913
CCCC(=O)C1=C(c2ccccc2)C(C#N)(C#N)C(C#N)=C1N,-0.398
CCc1nnc(N/N=C/c2c(Cl)cccc2Cl)n1N,0.117
Cc1ccc2nc(-c3ccccc3)cc(C(=O)NCCCn3ccnc3)c2c1,1.15
Cc1c(C(=O)N2CCCCC2)sc(N)c1C#N,0.531
CSc1nc(-c2ccccc2)ccc1C(N)=O,1.4
COc1ccc(CNCc2ccco2)cc1OCc1ccccc1,-0.334
Cc1cc(=O)oc2cc(OCC3CC(c4ccc(N(C)C)cc4)=NO3)ccc12 (stereo unspecified),0.0222
CC1CN(C2CCN(S(=O)(=O)c3ccc(F)cc3)CC2)CC(C)O1 (stereo unspecified),0.436
Cc1c(/C(O)=C2\C(=O)C(=O)N(CCN(C)C)C2c2cccnc2)cnn1-c1ccccc1 (stereo unspecified),0.252
CCC(C)(C)n1nnnc1C(c1ccccn1)N1CCN(c2cccc(OC)c2)CC1 (stereo unspecified),-0.288
COc1cc2[nH]c(=O)n(CCC(=O)NC3CCN(Cc4ccccc4)CC3)c(=O)c2cc1OC,0.0358
CN(C)c1ccc(-c2cccc(C3CC=CC4C3C(=O)N(Cc3ccccc3)C4c3ccc(C(F)(F)F)cc3)c2)cc1 (stereo unspecified),0.0563
O=C(CCSc1ccc(Cl)cc1)N1CCN(c2ncccn2)CC1,-4.73*
C=C(C)COc1ccc(-c2nc(N)ncc2Oc2ccccc2OCC)c(O)c1,-0.163
C=CCNC(=O)c1ccc(N(CC=C)S(C)(=O)=O)cc1,-0.3
CS(=O)(=O)N1CCCC(C(=O)NC2CCCCCCC2)C1 (stereo unspecified),0.355
COc1cccc(Oc2cn[nH]c2-c2ccc(OC)cc2O)c1,-4.9*
O=C(O)[C@@H]1CCCN1c1ncnc2sc3c(c12)CCC3,0.841
CCOC(=O)CN1C(=O)C(Sc2n[nH]c(-c3cccc(C)c3)n2)CCc2ccccc21 (stereo unspecified),-2.99
Cc1ccc2nc(N3CCN(C(=O)c4cccs4)CC3)c(C#N)cc2c1,-4.79*
COc1cc(NC(=O)COc2ccc(-n3cnnn3)cc2)c(OC)cc1Cl,0.814
CCCCOC(=O)CSc1nnc(N)s1,1.26
C[C@@H](C(=O)N1CCNCC1)n1cc(CCCN=C(N)N)nn1,0.766
Cc1nn(-c2ccccc2)c2sc(C(=O)N(CC(=O)NC(C)(C)C)Cc3ccco3)cc12,-1.33
CC1=CCC[C@@H]2[C@@](C)(CC/C(C)=C/C(=O)O)[C@H](C)CC[C@@]12C,-1.66
COc1cc(C2=NOC(C(=O)NCc3ccco3)C2)cc(OC)c1OC (stereo unspecified),-0.139
COc1cccc(C2=NOC(C(=O)NCc3ccccn3)C2)c1 (stereo unspecified),1.07
CCN1C(=O)S/C(=C\c2ccc(N3CCOCC3)cc2C)C1=O,-1.31
Cc1ccc(NCc2cccnc2)cc1,0.458
COC(=O)c1cccc(N(C(=O)CNC(=O)c2ccco2)C(C(=O)NC2CCCC2)c2ccco2)c1 (stereo unspecified),0.0316
CC1(C(=O)CSc2ncn[nH]2)CCC(=O)O1 (stereo unspecified),-2.25
COC(=O)CSc1nc2ccc(NC(=O)CSc3nnnn3Cc3ccccc3)cc2s1,-0.155
CCCCNC(=O)C(CC)Sc1nc2sc(C(=O)OC)c(C)c2c(=O)n1N (stereo unspecified),0.0641
CCOC(=O)c1c(C)[nH]c(C(=O)COC(=O)c2ccc(F)c(S(=O)(=O)N3CCOCC3)c2)c1C,0.0106
Cn1c(=O)cc(OCCCC(=O)NCCN2CCN(c3ccccc3F)CC2)c2ccccc21,0.445
CC(=O)Nc1ccc(S(=O)(=O)n2nc(C)cc2C)cc1,-0.0244
Cn1c(=O)[nH]c(=O)c2c1nc(CN1CCN(c3ccc(F)cc3)CC1)n2CCc1ccccc1,-1.12
CCCNC(=O)NCc1ccc(N2CCCC2=O)cc1,0.478
COc1cccc(Nc2nc(-c3ccc(O)cc3)cs2)c1,-1.78
O=C(N/N=C/c1ccc(Cl)c([N+](=O)[O-])c1)c1ccc2nc[nH]c2c1,0.93
CCCc1sc(N/N=C/c2ccccn2)nc1-c1ccc(F)cc1,-0.367
CCOC(=O)Cc1c(C)c2c(O)cc(O)cc2oc1=O,-0.236
O=C(Cc1c[nH]c2ccccc12)OCC(=O)c1ccccc1,-1.78
COc1ccccc1C(=O)Nc1ccc2c(c1)OCO2,-0.666

Single entries from the results shown.
CC(=O)Nc1ccc(S(=O)(=O)n2nc(C)cc2C)cc1 in Cav3 T inh has -0.0244
CCCNC(=O)NCc1ccc(N2CCCC2=O)cc1 in Cav3 T inh has 0.478

(further entries)
canonical_smiles,Cav3 T inh
CCOc1cc(NS(=O)(=O)c2ccc(NC(C)=O)cc2)c(OCC)cc1NC(=O)C(C)C,1.03
CN(CC(=O)Nc1c(Cl)cccc1Cl)C(=O)CCCN1C(=O)c2ccccc2C1=O,0.199
CC(=O)NN1C(=O)c2ccc(Oc3cccc([N+](=O)[O-])c3)cc2C1=O,0.125
CCc1ccc(NC(=O)Nc2cccs2)cc1,-0.0894
CC(C)(C)[C@H]1C=C(C(=O)NCc2ccccc2)O[C@@H](OCc2ccc(CO)cc2)C1,-0.683
C#CC[N+]1(CC#Cc2ccc(C#CC[N+]3(CC#C)CCOCC3)cc2)CCOCC1,-0.807
CCOC(=O)N1CCN(C(=O)c2nc3ccccc3s2)CC1,-0.5
Cc1ccc(-c2nnc(N(C)C(=O)C3CCCO3)s2)cn1 (stereo unspecified),0.27
Cc1cccc(/C=N\NC(=O)c2csnn2)c1,0.263
O=C(O)c1ccccc1O,0.087
COc1ccccc1NC(=O)CN1CCN(c2ccccn2)CC1,0.686
CCCSc1nnc(-c2c[nH]c3ccccc23)n1CC,-0.00766
COc1ccccc1C(c1nnnn1CC1CCCO1)N1CCC(C(N)=O)CC1 (stereo unspecified),1.09
Cn1nc(-c2ccc(Cl)cc2)c2cc(C(=O)N3CCN(c4ccccc4)CC3)sc21,-0.973
Cc1ccc(S(=O)(=O)N2CCN(C(=O)CSc3nnnn3C)C2)cc1,0.0592
C=CCSc1nnc(-c2ccccc2NC(C)=O)c(=O)[nH]1,1.03
COc1ccc(/C=N/c2oc(-c3ccccc3)cc2C#N)cc1OC,0.563
COc1ccccc1-c1cc(N)n[nH]1,0.171
O=C/C(=C\Nc1ccccn1)c1nc2ccccc2o1,-1.11
COc1ccc(Br)cc1C(=O)O,-0.966
Cc1cc(-n2c(SCC(=O)NCc3cccs3)nc3n[nH]c(C)c3c2=N)ccc1Cl,-2.34
CCNC(=O)c1ccccc1NC(=O)c1cccc(S(=O)(=O)N2CCC(C)CC2)c1,-1.86

4 entries from above in a different format.
> Cc1ccc(S(=O)(=O)N2CCN(C(=O)CSc3nnnn3C)C2)cc1
  Cav3 T inh: 0.0592
> C=CCSc1nnc(-c2ccccc2NC(C)=O)c(=O)[nH]1
  Cav3 T inh: 1.03
> COc1ccc(/C=N/c2oc(-c3ccccc3)cc2C#N)cc1OC
  Cav3 T inh: 0.563
> COc1ccccc1-c1cc(N)n[nH]1
  Cav3 T inh: 0.171

A portion of the library (hit frequency here may not be typical).
